Assay outcomes deposited in PubChem by National Center for Advancing Translational Sciences (NCATS).
Anesthetic bind: qHTS Assay for Identification of Novel General Anesthetics; Ferritin light chain (Equus caballus), P02791; 350,000 compounds, 0.074% hits; Potency, µM (titrated, usually from 77.5 µM), for inactives: at the highest dose activity change, negative = displacement, usual class: inhibitors; apoferritin/1-aminoanthracene competitive binding, fluorescence; AID 485281, 2010; note: potency is the fitted concentration of half-maximal effect; % is set by controls: 0 for no effect and ±100 for the full control effect; nearly all actives have a fitted effect of over 20% in size
Target sequence (P02791 2-175 limits assumed): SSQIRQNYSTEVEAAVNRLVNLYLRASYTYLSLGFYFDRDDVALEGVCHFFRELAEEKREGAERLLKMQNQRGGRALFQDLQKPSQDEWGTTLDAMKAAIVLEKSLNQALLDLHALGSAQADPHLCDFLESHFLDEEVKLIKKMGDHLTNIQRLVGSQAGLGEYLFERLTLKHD
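Read-out: endpoint 1-AMA fluorescence, excitation 380 nm and emission 535 nm, after compounds sit 10 min at room temperature with 10 uM horse-spleen apoferritin in 50% saturated 1-AMA/PBS. Values come from four-parameter Hill fits.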
Pol eta inh: qHTS for Inhibitors of Polymerase Eta. DNA polymerase eta (Homo sapiens), Q9Y253. Potency, µM (series often up to 114 µM), inactives show at the highest dose activity change, negative = inhibition, actives largely listed as inhibitors. recombinant Pol eta, fluorescent DNA replication assay. 390,000 compounds, 1.2% hits; note: potency is the fitted concentration of half-maximal effect; % is set by controls: 0 for no effect and ±100 for the full control effect
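Fluorescent replication assay: 50 nM final substrate added after a 15 min room-temperature compound preincubation with 10 nM enzyme. Signal taken at 0 min and again at 10 min.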
APE1 inh: qHTS Assay for Inhibitors of the Human Apurinic/apyrimidinic Endonuclease 1 (APE1) | DNA repair nuclease/redox regulator APEX1 (Homo sapiens), P27695 | recombinant APE1, TAMRA/BHQ-2 abasic DNA cleavage fluorescence | Potency, µM (series often up to 65.8 µM), for inactives: at the highest dose activity change, negative = inhibition, hits mostly inhibitors | 350,000 compounds, 0.35% hits | AID 2517, 2012;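 note: potency is the fitted concentration of half-maximal effect; plate controls were vehicle for no effect and reference inhibitor for full effect; nearly all actives have a fitted effect of over 55% in size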
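Step 1: APE1 (0.75 nM) with compound, 15 min RT. Step 2: add 50 nM fluorophore/quencher THF duplex. Step 3: three fluorescence reads 60 s apart (525/598 nm); read 3 minus read 1 = reaction progress.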
LDHA block: qHTS assay for inhibitors of human lactate dehydrogenase | activity change, % (values are at about 110 or 230 µM) | purified LDHA, NADH/diaphorase-resazurin fluorescence; stronger effect = lower value | 480,000 compounds, 0.15% hits; in the data active = activity change below about -30%; inconclusive = mostly about -25% to -30%;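 note: plate controls were DMSO wells for no effect and wells without enzyme for full effect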
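Remaining NADH was detected by diaphorase (0.133 mg/mL) converting 37 µM resazurin to fluorescent resorufin, read at 0 and 20 minutes. The preceding 5-minute room-temperature reaction used 2 nM LDHA, 0.2 mM sodium pyruvate and 0.06 mM NADH at pH 7.4.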
Pol beta inh: qHTS Assay for Inhibitors of DNA Polymerase Beta | AID 485314, 2010 | Pol beta primer extension/strand displacement, fluorescence kinetic | Potency, µM (titrated, usually from 114 µM), inactives show at the highest dose activity change, negative = inhibition, most hits filed as inhibitors | P06746 | 340,000 compounds, 1.3% hits; note: potency is the fitted concentration of half-maximal effect; % is set by controls: 0 for no effect and ±100 for the full control effect
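Pol beta (10 nM) was preincubated with compound for 15 min at room temperature. The reaction was then started with 50 nM substrate and read immediately and after a further 10 min at room temperature.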
RGS4 inh: Inhibitors of Regulator of G Protein Signaling (RGS) 4: qHTS; Transcreener GDP fluorescence polarization, RGS4-accelerated GTP hydrolysis; Potency, µM (doses to about 114 µM), without a hit: top-dose activity change, negative = inhibition, usual class: inhibitors; 390,000 compounds, 0.039% hits; AID 504845, 2011; note: potency is the fitted concentration of half-maximal effect; % is set by controls: 0 for no effect and ±100 for the full control effect; nearly all actives have a fitted effect of over 75% in size; some results filed as inactive show a strong effect at the top dose
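MLSMR compounds (23 nl, pin-transferred) preincubated 10 min at room temperature with a 500nM (2x) first reagent, then RGS4 at 900nM (2x) plus Transcreener GDP mix added; fluorescence polarization (620/688 nm) read before and after 90 min at 30 °C.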
ERG-DNA inh: qHTS for Small Molecule Inhibitors of the ERG Ets/DNA interaction; Transcriptional regulator ERG (Homo sapiens), P11308; fluorescence polarization, His-ERG Ets domain / labelled DNA; Potency, µM (doses to about 76.9 µM), without a hit: at the top dose FP activity, negative = inhibition, most hits filed as inhibitors; 370,000 compounds, 0.028% hits; AID 624246, 2012; active = well fitted inhibition curve with a large enough effect in the polarisation, with a control signal flat; inconclusive = small, poorly fitted or top-dose-only effect, or effect the other way, or a change in a side signal; inactive = no such curve, though single readings can be large or run the other way; the % refers to the polarisation;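 note: polarization taken with two DNA probes labelled with fluorescein and Texas red; potency is the fitted concentration of half-maximal effect; % of control where 0% means no effect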
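His-tagged ERG Ets domain (1 uM in the protein solution; 300mM KCl, 50mM Tris-HCl, 1mM EDTA, 1mM DTT, pH 7.5) received compound, then a probe mix of 5 nM fluorescein-DNA and 100nM Texas-615-DNA. Fluorescence polarization was read for both dyes.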
POLK inh: qHTS for Inhibitors of Polymerase Kappa. DNA polymerase kappa (Homo sapiens), Q9UBT6. 400,000 compounds, 0.53% hits. Potency, µM (top dose mostly 107 µM), for the others: at the top dose activity, negative = inhibition, most hits filed as inhibitors. purified Pol kappa, fluorescent DNA synthesis assay, 10 min; note: potency is the fitted concentration of half-maximal effect; % is set by controls: 0 for no effect and ±100 for the full control effect
Target sequence (Q9UBT6 whole entry, looked up): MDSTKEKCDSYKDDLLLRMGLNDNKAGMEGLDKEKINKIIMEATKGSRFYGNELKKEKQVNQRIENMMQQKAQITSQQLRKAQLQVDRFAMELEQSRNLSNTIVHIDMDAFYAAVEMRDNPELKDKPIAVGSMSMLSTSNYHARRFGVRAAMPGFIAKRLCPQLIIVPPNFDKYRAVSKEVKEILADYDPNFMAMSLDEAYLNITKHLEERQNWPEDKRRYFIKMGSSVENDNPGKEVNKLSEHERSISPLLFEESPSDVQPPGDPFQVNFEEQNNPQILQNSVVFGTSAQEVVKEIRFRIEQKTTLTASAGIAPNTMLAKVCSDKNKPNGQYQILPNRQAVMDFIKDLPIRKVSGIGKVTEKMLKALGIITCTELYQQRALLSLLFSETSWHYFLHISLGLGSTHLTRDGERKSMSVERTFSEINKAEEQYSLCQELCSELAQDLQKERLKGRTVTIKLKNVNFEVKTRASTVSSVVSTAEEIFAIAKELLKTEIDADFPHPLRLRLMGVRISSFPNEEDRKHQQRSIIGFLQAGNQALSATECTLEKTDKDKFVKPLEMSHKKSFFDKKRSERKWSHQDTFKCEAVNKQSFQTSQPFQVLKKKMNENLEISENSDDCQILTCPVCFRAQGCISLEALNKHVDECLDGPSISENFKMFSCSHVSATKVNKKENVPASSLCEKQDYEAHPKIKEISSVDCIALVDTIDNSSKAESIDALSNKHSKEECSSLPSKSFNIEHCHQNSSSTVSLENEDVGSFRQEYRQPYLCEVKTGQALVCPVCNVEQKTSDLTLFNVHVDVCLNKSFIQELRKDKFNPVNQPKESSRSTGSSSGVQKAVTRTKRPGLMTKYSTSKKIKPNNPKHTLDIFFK
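50 nM final substrate added after 15 min RT preincubation of 10 nM Pol kappa with compound; fluorescence read at 0 and 10 min.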
12-LOX inh: Primary qHTS assay for inhibitors of human arachidonate 12S-lipoxygenase (ALOX12): Round 2; AID 1671190, 2021; 580,000 compounds, 1.1% hits; Polyunsaturated fatty acid lipoxygenase ALOX12 (Homo sapiens), P18054; Potency, µM (top dose mostly 108 µM), for the others: at the top dose activity change, negative = inhibition, most hits filed as inhibitors; purified 12hLO, xylenol orange hydroperoxide absorbance; note: potency is the fitted concentration of half-maximal effect; % is set by controls: 0 for no effect and ±100 for the full control effect
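Purified human 12hLO at 150 nM in 25 mM Hepes, 0.01% Triton X-100, pH 7.0, preincubated 15 min at room temperature with compound. Reaction started with 40 uM arachidonic acid, 30 min at room temperature. Hydroperoxide measured by Fe-xylenol orange, 573/405 nm absorbance ratio.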
* hit, by the source's call; ? = inconclusive; . = not tested or not shown; [ ] = remark or other dose. Unless noted, calls come from the whole dose curve; as a rule, active = well fitted curve in the direction sought with a large enough effect; inconclusive = small, poorly fitted or top-dose-only effect, or another doubt; inactive = no such curve, though single readings can be large; an effect the other way counts as inactive or inconclusive. This is a subset. The share of hits here may be higher or lower than overall.

canonical_smiles,Anesthetic bind,Pol eta inh,APE1 inh,LDHA block,Pol beta inh,RGS4 inh,ERG-DNA inh,POLK inh,12-LOX inh
COc1cc(C(=O)NCc2nc(C)cs2)ccc1OC1CCN(C(C)=O)CC1,-7.6%,-9.8%,7.8%,-8.1,42.3%,-7.0%,-0.3%,-12.0%,0.0%
COCCn1c(N)c(N(Cc2ccccc2)C(=O)c2ccc(N3CCCC3=O)cc2)c(=O)[nH]c1=O,.,-3.1%,.,-5.0,.,10.2%,-7.5%,-3.7%,0.0%
CCn1c(SCC(=O)NCc2ccco2)nc2cccnc21,2.9%,4.0%,11.7%,-3.0,14.0%,14.2%,-1.5%,1.6%,0.0%
Cc1ccccc1Nc1c(C)c(C)nc2ncnn12,-4.9%,6.8%,-1.2%,-1.7,-2.2%,-8.1%,12.4%,-7.1%,7.8%
Cc1cccc(CN2CCN(C(=S)Nc3ccccc3)CC2)c1,-6.3%,-5.9%,-1.0%,-4.0,-3.4%,-18.4%,9.7%,-3.0%,0.2%
Cc1onc(-c2c(Cl)cccc2Cl)c1COC(=O)c1ccc([N+](=O)[O-])cc1,-1.0%,-10.2%,-5.9%,-3.2,-10.5%,-9.5%,2.0%,-7.4%,0.0%
CCOc1ccccc1C(=O)Nc1ccc2c(c1)N(C)C(=O)c1ccccc1S2,-13.2%,-13.7%,.,-9.9,-8.2%,10.3%,1.3%,-3.1%[60.1 µM],-21.2%
COc1cccc(-c2nc(SCC(=O)Nc3ccc4c(c3)OCCO4)c(-c3ccc(C)cc3)[nH]2)c1,66.2%[activator],-17.8%,.,-5.6,-1.8%,8.6%,-5.5%,-20.4%,-0.2%
CC(Sc1nc2c(c(=O)[nH]1)CCCC2)C(=O)Nc1ccc(Br)cn1 (centres undefined),12.0%,-3.0%,12.1%,-3.5,3.0%,-25.0%,-7.4%,-3.0%,-57.2%
O=C(Nc1cccc(F)c1)Nc1cnccn1,-10.1%,-3.1%,-9.2%,-4.3,14.5%,13.0%,-0.3%,-6.2%,-3.6%
Cc1ccc(S(=O)(=O)Nc2ccc(C(=O)N3CCCC3)cc2)cc1,-17.1%,-21.1%,21.4%,-5.9,35.1%,2.9%,-1.4%,1.3%,1.9%
O=C(CSC1=NS(=O)(=O)c2ccccc21)Nc1ccccc1,-11.9%,-12.5%,2.1%,0.0,-0.9%,?,0.4%,8.2%,-10.2%
CC(NC(=O)C(C)N1C(=O)c2cccc([N+](=O)[O-])c2C1=O)c1ccccc1 (centres undefined),-1.8%,-17.3%,8.1%,2.8,38.9%,-28.1%,-7.2%,-0.3%,5.6%
Cc1ccc(C2c3c(-c4ccccc4O)n[nH]c3C(=O)N2Cc2ccncc2)cc1 (centres undefined),-3.4%,-11.9%,-2.7%,-7.0,-19.2%,-3.1%,3.9%,-23.3%,-22.6%
CC1CN(C(=O)CSc2nnc(-c3cccs3)n2N)CC(C)O1 (centres undefined),.,0.5%,16.5%,-6.0,.,0.2%,7.1%,2.4%,21.7%
Cc1ccc(C(=O)NC(NC(=O)c2ccc(C)cc2)c2cccc([N+](=O)[O-])c2)cc1,-13.2%,-1.2%,-2.1%,-8.1,3.6%[57.1 µM],-21.2%,4.2%,-4.7%,-26.7%
CCOc1ccc(C2/C(=C(/O)c3ccc4c(c3)CC(C)O4)C(=O)C(=O)N2CCCn2ccnc2)cc1OCC (centres undefined),-9.4%,-0.8%,20.8%,5.9,19.9%,-5.9%,16.6%,-9.2%,6.6%
Cc1nnc(SCC(=O)Nc2cccc([N+](=O)[O-])c2)n1CC1CCCO1 (centres undefined),5.0%,-10.5%,-18.0%,-0.2,16.9%,-14.8%,7.2%,-4.8%,-14.5%
CCOc1ccc(NC(=O)CN2C(C(=O)OC)=C(c3ccccc3)c3cc(Cl)ccc3S2(=O)=O)cc1,-2.2%,-19.1%,.,-4.2,14.1%,-3.3%,4.8%,2.8%,0.0%
CC(Nc1ncnc2nc[nH]c12)c1ccccc1 (centres undefined),-4.2%,-6.9%,-1.5%,1.3,2.5%,30.4%,1.6%,-8.7%,8.7%
CCOc1ccc(CCNC(=O)c2ccc3c(c2)N(Cc2cccc(Cl)c2)C(=O)c2ccccc2S3(=O)=O)cc1OCC,-8.8%,-19.9%,.,5.5,3.0%,-7.0%,1.3%,-6.9%[60.1 µM],-8.4%
CC(C)n1cc(C(=O)c2cc(Br)ccc2O)cc(C#N)c1=O,-12.6%,-16.9%,-3.7%,-1.9,-5.8%,-0.2%,-5.7%,-1.9%,-20.5%
CCOc1ccc(N/C(N)=N/c2nc(CSc3nnc(C)s3)cc(=O)[nH]2)cc1,3.8%,-12.8%,2.7%,-2.0,15.5%,-5.5%,-5.6%,3.3%,-3.8%
CC1CC(=O)Nc2ccccc2N1S(=O)(=O)c1ccc(F)cc1F (centres undefined),-6.6%,-17.9%,3.3%,-3.4,0.9%,-1.4%,-4.1%,-1.8%,13.9%
CN(C)c1nc(OCCOC(=O)c2ccccc2)nc(N(C)C)n1,-17.7%,-20.1%,24.6%,-6.5,9.7%,4.0%,-5.4%,-5.4%,-22.5%
O=C(Nc1ccccc1C(=O)N1CCCC1)c1ccc(Cl)cc1Cl,2.8%,-7.3%,-4.5%,-5.5,30.0%,21.7%,-10.6%,-9.8%,-18.2%
COC(=O)c1ccc(N=NN2CCOCC2)cc1,2.7%,-9.1%,1.1%,-6.7,31.4%,-9.2%,-2.4%,-8.2%,-28.4%
CCN(CCCNC(=O)C1CCC(=O)N1Cc1ccc(C)cc1)c1cccc(C)c1 (centres undefined),-16.7%,-17.9%,1.4%,4.1,1.5%,-18.5%,-17.2%,-20.7%,-6.5%
O=C(NC1CCCc2ccccc21)c1cn2ccccc2n1 (centres undefined),-16.7%,-17.7%,1.4%,-3.4,13.6%,11.3%[56.9 µM],-17.9%,-27.3%,?
CCn1c(COc2ccc(=O)n(-c3ccccc3)n2)n[nH]c1=S,-3.2%,-10.0%,-2.2%,-4.9,42.0%,1.0%,5.7%,-7.9%,-5.3%
CON(C)S(=O)(=O)c1cccc(C(=O)Nc2ccc(S(=O)(=O)NC3=NCCCCC3)cc2)c1,.,-6.4%,-5.8%,-3.1,.,-21.5%,0.7%,-13.4%,-26.2%
Cc1ccc(C(=O)N/C(=C\c2ccco2)C(=O)NCCN2CCCCC2)cc1C,-8.9%,0.9%,60.2%[activator],-8.5,-1.1%,13.5%,-3.7%,-0.2%,?
Cc1csc(=O)n1CCC(=O)OCc1nnc(-c2ccccc2Cl)o1,.,-15.5%,17.8%,-3.2,.,-17.6%,0.7%,-7.8%,132.9%[activator]
Cc1nn(C)c(=O)n1N(C)c1ncc(C(F)(F)F)cc1Cl,-5.2%,-17.6%,-0.3%,-2.6,10.3%,-22.4%,-5.0%,6.3%,4.6%
CC(=O)N1CCCc2cc(S(=O)(=O)N3CCN(c4cccc(C(F)(F)F)c4)CC3)ccc21,48.4%[activator],-17.8%,.,4.5,0.3%,-19.8%,-2.5%,-3.6%[60.1 µM],-12.0%
Cc1cccc(NC(=O)CSc2nc(-c3ccco3)cc(C(F)(F)F)n2)c1C,-8.3%,1.4%,.,-4.2,-2.0%,-5.9%,6.3%,0.7%,-12.8%
Cc1nc(NCCc2ccccc2)c2oc3ccccc3c2n1,-18.1%,-25.4%,-6.9%,-0.6,0.2%,4.9%,-3.0%,-9.9%,-26.6%
CCOC(=O)c1sc(N)nc1C(C)(C)C,-13.5%,-11.5%,-5.4%,-4.4,18.2%,-16.3%[11.4 µM],-3.7%,-1.8%,?
O=C(NC1CC2CCC(C1)N2Cc1ccccc1)c1ccccc1Br (centres undefined),15.9%,-15.9%,38.3%[activator],-5.7,24.4%,-2.3%,6.5%,-12.0%,-15.5%
